CHRM4 agonist: human M4 muscarinic receptor agonists, primary screen, CHO-K1 cells, Fluo-8 calcium fluorescence; CHO-K1 hM4/Gqi5; vehicle 0%, full acetylcholine response 100%; activation, % at 3 µM; hit rate 0.14% among 360,000;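 active means activation above the run mean over all test wells plus 3 SD, cut at about 32% in these data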;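 further: peak over basal fluorescence ratio per well then scaled between controls; 0% = DMSO wells and 100% = acetylcholine at EC100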
CHRM4 antagonist: human M4 muscarinic receptor antagonists, primary screen, CHO cells, Fluo-8 calcium fluorescence; Muscarinic acetylcholine receptor M4 (Homo sapiens), P08173; CHO-hM4 cells, ACh EC80; inhibition, % at 3 µM; hit rate 0.73% among 360,000;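 active means inhibition above its plate's cutoff, the mean inhibition of sample wells plus 3 SD, cut at about 27% in these data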;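 further: 0% = acetylcholine EC80 with DMSO and 100% = DMSO without agonist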
M5 ag: human M5 muscarinic receptor agonists, primary screen, CHO-K1 cells, Fluo-8 calcium fluorescence; Muscarinic acetylcholine receptor M5 (Homo sapiens), P08912; CHO-K1 hM5 cells; 0% DMSO wells, 100% maximal acetylcholine response; activation, % at 3 µM; hit rate 0.19% among 360,000;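 active means activation above the run's mean over test compounds plus 3 SD, cut at about 23% in these data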;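 further: signal is peak over basal fluorescence ratio across the kinetic read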
CRFBP-R2 agonist: agonists of CRF-BP/CRF-R2 complex, primary screen, cell-based, HEK293, calcium dye fluorescence, uHTS; calcium dye fluorescence (FLIPR); percent of saturating CRF peptide response; activation, % at 13.2 µM; hit rate 0.46% among 350,000;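 active means activation of at least 50%, plus an integration ratio under a set limit after plate pattern correction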;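 further: plate controls were neutral control wells without compound for no effect and CRF at EC100 for full effect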
CRFR2-BP antag: antagonists of CRF-BP/CRF-R2 complex, primary screen, cell-based, HEK293, calcium dye fluorescence, uHTS. AID 588475, 2011. inhibition, % at 11.8 µM. hit rate 0.59% among 350,000. CRF-induced calcium fluorescence;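 active means inhibition of the ligand-induced calcium signal above about 50% at the single tested concentration, limit read from the data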
IDE cell inh: human IDE inhibitors in live cells, primary screen, fluorescence polarization, HEK cells, FAbetaB substrate; Insulin-degrading enzyme (Homo sapiens), P14735; AID 434962, 2010; hit rate 0.41% among 320,000; inhibition, % at 5.59 µM; FAbetaB cleavage;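 active means percent inhibition above the average of all tested compounds plus 3 SD, set per screening campaign, cut at about 16% in these data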;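 further: IDE supplied by intact live HEK cells; FP after avidin binding of uncleaved biotin substrate so inhibition keeps polarization high; 0% = DMSO wells and 100% = 60 µM reference IDE inhibitor Ii1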
Target sequence (P14735 whole entry, looked up): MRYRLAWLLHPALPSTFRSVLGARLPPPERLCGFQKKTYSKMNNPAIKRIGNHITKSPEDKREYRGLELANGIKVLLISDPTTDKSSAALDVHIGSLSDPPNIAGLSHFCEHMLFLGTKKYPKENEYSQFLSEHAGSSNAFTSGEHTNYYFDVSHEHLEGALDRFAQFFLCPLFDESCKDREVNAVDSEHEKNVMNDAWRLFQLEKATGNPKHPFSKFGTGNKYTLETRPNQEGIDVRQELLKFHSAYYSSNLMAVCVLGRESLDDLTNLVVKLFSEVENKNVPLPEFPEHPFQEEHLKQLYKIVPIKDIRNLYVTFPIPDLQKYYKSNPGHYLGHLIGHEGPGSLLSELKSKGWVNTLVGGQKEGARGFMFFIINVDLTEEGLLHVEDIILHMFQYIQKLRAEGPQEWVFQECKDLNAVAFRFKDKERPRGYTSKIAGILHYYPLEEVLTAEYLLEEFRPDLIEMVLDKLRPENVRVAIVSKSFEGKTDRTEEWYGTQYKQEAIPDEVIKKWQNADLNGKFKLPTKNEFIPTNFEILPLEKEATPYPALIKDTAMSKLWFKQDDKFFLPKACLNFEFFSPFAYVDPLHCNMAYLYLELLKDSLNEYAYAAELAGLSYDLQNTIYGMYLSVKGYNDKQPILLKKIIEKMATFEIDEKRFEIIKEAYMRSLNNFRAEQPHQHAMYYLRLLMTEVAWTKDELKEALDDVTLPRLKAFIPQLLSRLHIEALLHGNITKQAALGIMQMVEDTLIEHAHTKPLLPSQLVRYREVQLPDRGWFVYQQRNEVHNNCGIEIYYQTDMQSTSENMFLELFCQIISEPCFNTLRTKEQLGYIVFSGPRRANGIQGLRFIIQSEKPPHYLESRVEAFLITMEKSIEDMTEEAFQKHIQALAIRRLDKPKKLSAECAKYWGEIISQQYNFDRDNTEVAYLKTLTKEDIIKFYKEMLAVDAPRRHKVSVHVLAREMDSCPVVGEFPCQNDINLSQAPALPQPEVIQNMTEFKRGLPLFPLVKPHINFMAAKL
M5 PAM: human M5 muscarinic receptor positive allosteric modulators, primary screen, CHO-K1 cells, Fluo-8 calcium fluorescence | CHO-K1 hM5, ACh EC20 PAM; 0% = ACh EC20, 100% = ACh EC100 | activation, % at 3 µM | hit rate 0.3% among 360,000 | AID 624038, 2012;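 active means activation above the run cutoff, the mean activation of all test compounds plus 3 SD, cut at about 18% in these data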
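Replicates: One well per compound, no replicates | System: Human M5 receptor in CHO-K1 cells | Benchmarks: Low control EC20 acetylcholine (0%), high control EC100 acetylcholine (100%) | Probe or stimulus: Acetylcholine, EC20 level | Times: Fluo-8 loading 80 min at 37 °C plus 30 min room temperature | Signal: Intracellular calcium via Fluo-8 fluorescence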
M4 PAM: human M4 muscarinic receptor positive allosteric modulators, primary screen, CHO-K1 cells, Fluo-8 calcium fluorescence; Muscarinic acetylcholine receptor M4 (Homo sapiens), P08173; activation, % at 3 µM; AID 624126, 2012; CHO-K1 hM4/Gqi5, ACh EC20; 0% = ACh EC20, 100% = maximal ACh; hit rate 0.4% among 360,000;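 active means activation above its plate's cutoff, the mean activation of sample wells plus 3 SD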; further: some results filed as inactive read as strong as hits
CHRM5 antagonist: human M5 muscarinic receptor antagonists, primary screen, CHO cells, Fluo-8 calcium fluorescence; CHO-hM5 cells, ACh EC80; inhibition, % at 3 µM; hit rate 0.59% among 360,000; AID 624040, 2012;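 active means inhibition above a per-plate cutoff, the mean of that plate's test compounds plus 3 SD, cut at about 27% in these data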;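 further: 0% = acetylcholine EC80 with DMSO and 100% = DMSO without agonist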
* hit, by the source's call; . = no result given.

Start of the listing, in advance (seven entries):
SMILES	CHRM4 agonist	CHRM4 antagonist	M5 ag	CRFBP-R2 agonist	CRFR2-BP antag	IDE cell inh	M5 PAM	M4 PAM	CHRM5 antagonist
COc1ccc2oc(C(=O)OCC(=O)Nc3ccc(OC)c(S(N)(=O)=O)c3)c(C)c2c1	0	-1	1	4.8	-3	-1	-1	11	2
Cc1ccc(Nc2c([N+](=O)[O-])c(=O)n(C)c3ccccc23)cc1C	1	4	-5	-3.0	31	0	-2	-6	-1
N#C/C(=C\c1c(N2CCCCC2)nc2ccccn2c1=O)C(=O)NC1CCS(=O)(=O)C1 (stereo unspecified)	2	-2	0	-0.1	10	-1	2	5	-10
Cc1ccccc1N1CCN(CC(=O)NCc2ccc(Cl)cc2)CC1	1	-3	0	0.3	8	1	-1	-2	1
NC(=O)c1ccccc1NC(=O)c1cccc(C(=O)Nc2ccccc2C(N)=O)n1	0	-1	-1	0.6	13	-6	-5	3	13
COc1cc2[nH]c(=O)c(C(=O)NCCCN3CCCCC3)c(O)c2cc1OC	0	1	-1	-2.4	3	4	-4	-4	1
Cc1cc(NC(=O)CSc2nc(C(C)C)nc3c2c(=O)n(C)c(=O)n3C)no1	1	-14	2	-2.4	-1	2	0	5	-3

All compounds of this part, previewed entries included:
SMILES	CHRM4 agonist	CHRM4 antagonist	M5 ag	CRFBP-R2 agonist	CRFR2-BP antag	IDE cell inh	M5 PAM	M4 PAM	CHRM5 antagonist
COc1ccc2oc(C(=O)OCC(=O)Nc3ccc(OC)c(S(N)(=O)=O)c3)c(C)c2c1	0	-1	1	4.8	-3	-1	-1	11	2
Cc1ccc(Nc2c([N+](=O)[O-])c(=O)n(C)c3ccccc23)cc1C	1	4	-5	-3.0	31	0	-2	-6	-1
N#C/C(=C\c1c(N2CCCCC2)nc2ccccn2c1=O)C(=O)NC1CCS(=O)(=O)C1 (stereo unspecified)	2	-2	0	-0.1	10	-1	2	5	-10
Cc1ccccc1N1CCN(CC(=O)NCc2ccc(Cl)cc2)CC1	1	-3	0	0.3	8	1	-1	-2	1
NC(=O)c1ccccc1NC(=O)c1cccc(C(=O)Nc2ccccc2C(N)=O)n1	0	-1	-1	0.6	13	-6	-5	3	13
COc1cc2[nH]c(=O)c(C(=O)NCCCN3CCCCC3)c(O)c2cc1OC	0	1	-1	-2.4	3	4	-4	-4	1
Cc1cc(NC(=O)CSc2nc(C(C)C)nc3c2c(=O)n(C)c(=O)n3C)no1	1	-14	2	-2.4	-1	2	0	5	-3
Cn1c(N)c(S(=O)(=O)N2CCN(c3ccccc3F)CC2)c(=O)n(C)c1=O	0	4	-2	2.6	1	-2	10	5	11
Fc1ccc(NC(=S)N2CCN(C/C=C/c3ccccc3)CC2)c(F)c1	3	-8	-2	0.4	-12	2	2	3	5
CN1CCc2c(sc3nc(NCCO)n(-c4cccc(Cl)c4)c(=O)c23)C1	1	-5	1	-0.8	14	-2	0	-3	-1
COc1cccc2c1Oc1ncccc1N(C(=O)CCC(=O)NCc1ccccc1F)C2	2	6	-4	-0.8	8	1	-1	-6	0
O=C(NCc1cccnc1)C1CCN(S(=O)(=O)c2cc(Cl)ccc2Cl)CC1	7	-3	1	4.0	2	0	-3	-5	7
S=c1[nH]nc(COc2ccccc2)n1/N=C/c1cccs1	0	-1	-4	-2.5	11	-3	4	-1	-6
Cc1ccc2c(CN3CCN(C(=O)c4ccco4)CC3)cc(=O)oc2c1C	3	2	-1	1.0	12	1	1	-4	3
CCN(CC)S(=O)(=O)c1ccc(N2CCCC2)c(NC(=O)c2ccc([N+](=O)[O-])o2)c1	4	2	3	8.7	5	3	-5	-2	11
COc1cccc(/C=C(\C#N)C(=O)NC2CCS(=O)(=O)C2)c1 (stereo unspecified)	1	-7	-2	0.5	-20	-3	6	7	-10
COc1ccc(/C=C/C(=O)N(C(C)C)C(C)C)cc1Br	-1	5	-4	-1.0	14	-5	0	5	-3
CCOc1ccc(-c2cc(C(=O)OC)nc3c2c(=O)n(C)c(=O)n3C)cc1	0	-2	-1	-0.5	13	-2	-2	-3	1
CC(C)C[C@@H](CN1CCC[C@@H]1CN1C(=O)C(=O)NC[C@@H]1Cc1ccccc1)N1C[C@H](Cc2ccccc2)N(CC2CCCCCC2)C(=O)C1=O	0	-9	1	-0.5	9	.	4	1	-10
O=C(/C=C/c1ccco1)N1CCN(S(=O)(=O)c2ccc(F)c(F)c2F)CC1	1	4	-4	0.5	-8	4	-5	1	11
Cc1ccc(C)c(N(C(=O)CNC(=O)c2ccco2)C(C(=O)NC2CCCCC2)c2ccncc2)c1 (stereo unspecified)	0	-15	-2	0.2	-4	3	-2	7	2
CCCCNC(=O)C1(C)CCC(=O)N1C1CCN(Cc2ccccc2)CC1 (stereo unspecified)	0	-8	-1	.	.	.	-1	16	6
Cc1ccc(S(=O)(=O)N[C@@H](C)C(=O)N2CCC(C(=O)N3CCC[C@H]3C(=O)O)CC2)cc1	1	1	2	-3.2	-3	-1	2	9	-5
Cn1cc(C(=O)Nc2ccc(C#N)cc2)c2ccccc2c1=O	17	-7	1	-0.1	-6	3	-12	-11	15
COCOCCn1cc(CN2CCS(=O)(=O)N(Cc3ccc(-c4ccc(Cl)c(Cl)c4)cc3)C(C(C)C)C2=O)nn1 (stereo unspecified)	6	4	0	0.3	-7	.	-3	-3	13
Cc1ccc(NS(=O)(=O)c2cc(NC(=O)c3cc(=O)[nH]c(=O)[nH]3)ccc2Cl)c(C)c1	2	15	-1	3.5	-8	4	4	-3	9
O=C(c1ccc2c(c1)CCN2S(=O)(=O)c1ccccc1)N1CCN(c2ccc(F)cc2)CC1	9	-17	0	8.1	-3	-1	11	-3	-8
O=Cc1c(NCc2ccc(Cl)cc2)c2ccccc2[nH]c1=O	1	10	-11	0.6	16	2	-2	-8	10
CNC(=O)Nc1cc(C)nn1C	2	5	-3	0.5	10	0	-4	9	-5
CCc1noc(C)c1C(=O)OCC(=O)NCc1ccc(Cl)cc1	0	-3	-5	-0.3	2	3	6	0	19
CCn1nc(C)c(CN2CCC(C(=O)Nc3cccc(-c4cccc(F)c4)c3)CC2)c1C	10	-5	-6	1.8	-5	-1	6	1	-14
CC(C)Nc1nc(Nc2ccc(F)cc2)c2sccc2n1	8	-14	1	.	.	.	-6	0	12
Cc1ccccc1N=Cc1cc2c(cc1[N+](=O)[O-])OCO2	1	0	-3	0.2	14	3	2	12	-1
O=C1CSc2ccc(C(=O)NCc3ccccn3)cc2N1	0	-14	0	22	-11	2	-1	5	4
COc1ccc([N+](=O)[O-])cc1NC(=O)CSc1nc(C)cc(C)n1	2	0	-5	-3.9	4	0	-3	-2	-1
CC(C)COC(=O)C1C2C=CC3(CN(C4CCCC4)C(=O)C13)O2 (stereo unspecified)	1	-18	1	0.3	4	0	-1	0	-2
CCOC(=O)c1nn(-c2ccc(OCC)cc2)c2nc(-c3cccc(OC)c3)c(C#N)c(=O)n12	0	6	-1	2.5	10	4	-3	-4	3
COc1ccccc1CNC(=O)/C(C#N)=C/c1ccc(OC)c(OC)c1OC	1	9	-4	-6.4	-32	9	1	-4	13
COc1cccc(C(CC(=O)O)NS(=O)(=O)c2ccc3c(c2)N(C(C)=O)CC(C)O3)c1 (stereo unspecified)	2	0	0	-0.2	-9	-1	10	6	-11
Cc1ccccc1C(=O)NC(CC(C)C)C(=O)OCC(=O)c1c(N)n(C)c(=O)n(C)c1=O (stereo unspecified)	4	-1	-1	-2.1	0	-1	1	6	7
Cn1c(=O)c2c(nc(SCC(=O)NC3CCCC3)n2C)n(C)c1=O	0	6	-2	-1.0	-2	-2	-1	-4	6
Cc1cccc(N2CCN(C(=O)[C@H](C)N3C(=O)C4CC=CCC4C3=O)CC2)c1C (stereo partly specified)	6	-4	0	0.0	8	5	-4	0	12
OC(CNCc1cccs1)c1ccccc1 (stereo unspecified)	0	-3	-4	1.1	1	-2	-3	1	5
CCCCN(C(=O)c1cccc(-n2cnnn2)c1)c1c(N)n(CCCC)c(=O)[nH]c1=O	1	-10	0	-0.3	10	.	1	2	-3
Cc1cc(C(=O)N/N=C/c2cccc([N+](=O)[O-])c2)c2ccccc2n1	1	12	1	-1.0	1	-1	11	14	-10
COc1ccc(C(=O)NC(=S)Nc2ccccc2F)cc1	1	-3	-2	0.8	14	-3	6	17	2
Cc1ccc(CCN2CC(C(=O)NC3CCC(C)CC3)CC2=O)cc1 (stereo unspecified)	1	-8	0	0.7	6	.	3	5	-4
CCOc1ccc(S(=O)(=O)n2cc(F)c(=O)[nH]c2=O)cc1	16	9	4	-3.8	10	7	-11	-10	12
CN(C)c1ccc(NC(=O)c2cccc(N3C(=O)CCC3=O)c2)cc1	0	7	0	-0.4	0	-4	-5	-7	-2
CN(C)c1ccc(NC(=O)CSc2nnc(-c3ccco3)c(-c3ccco3)n2)cc1	1	13	-5	-0.4	5	1	-1	3	7
O=C(NCc1ccccc1Cl)c1[nH]c(C(F)(F)F)nc1-c1ccccc1	12	-2	9	.	.	.	-8	-3	2
CC1=NN(c2ccccc2)C(=O)C1(C)[N+](=O)[O-] (stereo unspecified)	1	6	2	0.8	8	1	-5	-4	8
COC(=O)c1cc(NC(=O)CN2CCN(C(C)=O)CC2)cc(C(=O)OC)c1	1	2	-5	-1.6	1	9	6	5	4
CCCCn1c(=O)[nH]c(=O)c2c1nc(-c1ccc(C)c([N+](=O)[O-])c1)n2CC	1	-25	-2	-4.5	-13	6	13	4	-3
CCn1c(=S)[nH]c2cc(C(=O)OC)ccc2c1=O	0	-12	3	1.0	-29	1	10	2	-8
